# NCI-60 one-dose screen, 48 h, at 10 µM unless noted. Numbers give growth in % (100 = growth as untreated, 0 = no growth, -100 = all killed).
# K-562 = K-562 leukemia; hit rate 7.4% among 78,000
# EKVX = EKVX NSCLC; hit rate 3% among 71,000
# CCRF-CEM = CCRF-CEM leukemia | hit rate 7% among 77,000
# HOP-92 = HOP-92 NSCLC cells | hit rate 6.3% among 71,000 | AID 1794738
# MOLT-4 = MOLT-4 leukemia cells; hit rate 6.9% among 80,000; AID 1794779
# SR = SR leukemia cells | hit rate 8.7% among 73,000 | AID 1794780
# RPMI-8226 = RPMI-8226 leukemia cells; hit rate 7.5% among 77,000
# HOP-62 = HOP-62 NSCLC; hit rate 3.9% among 80,000; AID 1794735
# * marks the source's active call; other numbers are inactive results; nt = not tested or not shown. How the source made its calls: active means growth percent below 10; inactive means the rest.
smiles	K-562	EKVX	CCRF-CEM	HOP-92	MOLT-4	SR	RPMI-8226	HOP-62
NS(=O)(=O)c1ccc(CCn2c(SCC(=O)NCc3ccccc3)nc3ccccc3c2=O)cc1	nt	108	95	100	91	91	97	109
COc1nc(N)nc2c1ncn2C1O[C@H](CO)[C@@H](O)[C@@H]1O (stereo partly specified)	nt	106	56	119	60	94	110	nt
Cc1cccc(/C=C/c2ccccc2)n1	104	97	96	91	94	87	nt	100
O=C1C=C(Sc2ccc3ccccc3c2)C(=O)c2ccccc21	68	96	45	101	63	85	82	95
COc1ccccc1C(=O)C(O)c1ccccc1OC (stereo unspecified)	101	100	107	102	101	100	103	91
NS(=O)(=O)c1cccc(Nc2nc(SCC(=O)c3ccccc3)nc3c2CCCC3)c1	96	99	101	103	100	99	97	102
CCOC(=O)c1c(Nc2ccccc2)nn2c(-c3ccc(C)cc3)ccnc12	102	108	106	110	104	95	100	103
CCCCNCCOC(=O)c1ccc([N+](=O)[O-])cc1	122	145	120	90	129	121	133	96
COc1ccc(CN2C(=O)CCC2C(=O)NCCc2ccccc2)cc1 (stereo unspecified)	111	106	96	90	108	115	97	101
CN(C)c1ccc(-c2cc(-c3cccc(NS(C)(=O)=O)c3)nc(N)c2C#N)cc1	11	17	16	nt	24	9.3*	nt	44
Nc1nc(N)c2c(n1)NC(c1cccc(Nc3ccnc4cc(Cl)ccc34)c1)CC(c1ccc(F)cc1)=N2 (stereo unspecified)	47	85	86	59	77	63	62	87
O=C(Nc1ccc(Cl)cn1)C1(c2ccccc2)CCCCC1	67	96	14	61	63	-14*	93	nt
CCc1ccc(Nc2nc(Nc3cnc4ccccc4c3)c3[nH]cnc3n2)cc1	77	44	94	40	82	69	75	71
O=C1/C(=C/c2cc(O)ccc2O)Oc2cc(O)ccc21	99	97	110	111	102	98	108	110
Cc1ccc(C(O)c2ccccc2)cc1 (stereo unspecified)	90	98	109	103	98	94	117	90
Nc1ccc(-c2ccc(F)cc2)c(F)c1NC(=O)N1Cc2nccnc2C1	80	37	84	93	90	98	73	72
O=[N+]([O-])c1cc2c(c([N+](=O)[O-])c1)OCOC2	100	nt	nt	96	97	98	99	111
CS(=O)(=O)Nc1ccc(C(=O)CC2(O)C(=O)Nc3ccccc32)cc1 (stereo unspecified)	93	101	115	91	106	99	103	101
CC(CN(C)C)C(=O)c1ccccc1 (stereo unspecified)	103	101	95	86	108	nt	57	98
CS(=O)(=O)c1cccc(-c2c(-c3cccc(OCc4ccc(F)cc4)c3)nc3sccn23)c1	68	71	73	62	55	64	nt	80
CN(c1cc2ncc(=O)[nH]c2cc1NC(N)=NCc1ccc(Cl)cc1)C1CCCCC1	2.8*	83	22	28	36	-23*	9.0*	81
CCOC(=O)c1nn(-c2ccccc2)cc1O	127	98	99	nt	107	108	86	86
O=C1NC(c2ccccc2)=CC(c2ccc(Cl)cc2)N1c1ccccc1 (stereo unspecified)	75	nt	77	nt	51	81	63	99
COc1ccc2c(c1)O/C(=C\c1cccc(OCC(=O)Nc3nc(C)c(C)s3)c1)C2=O	-41*	-13*	-67*	-75*	19	nt	-60*	101
O=C(O)/C(=C\c1ccccc1[N+](=O)[O-])c1ccc2c(c1)OCO2	96	97	101	91	90	115	93	92
Nc1nc(N)c2cc(Sc3ccc4ccccc4c3)ccc2n1	-3.4*	38	38	30	18	-26*	-12*	65
O=C1CC2CCCC(C1)S2=O (stereo unspecified)	111	109	99	101	88	96	105	95
CCN(CC)CCCCCNc1cc(Cl)c(Cl)cc1[N+](=O)[O-]	89	92	120	66	98	93	102	92
COc1cc(-c2nc(-c3nnc(-c4cc(C(F)(F)F)cc(C(F)(F)F)c4)o3)c3ccccn23)cc(OC)c1OC	83	112	98	nt	77	87	98	74
COc1ccc(N2CCN(c3nc(-c4ccccn4)nc4sc5c(c34)CCCCCC5)CC2)cc1	23	nt	60	nt	47	42	39	61
Cc1cc(=O)[nH]c(NN=C2CCCC2)n1	nt	107	102	nt	101	103	107	105
C/C(=C(/C)C1CC1CCN(Cc1ccccn1)Cc1ccccn1)c1ccccc1 (stereo unspecified)	104	76	89	99	106	101	103	109
Cc1ccc(NCCN2CCOCC2)c2c(=O)c3ccccc3sc12	34	95	84	66	73	62	46	88
N#Cc1c(-c2ccccc2F)n2c(nc1=O)SC(=O)C2	107	103	92	97	91	102	99	109
O=C(O)c1nn(-c2ccc(Cl)cc2)nc1N1CCCC1	87	88	100	77	98	99	101	97
CCC(=O)Oc1ccc(C(C)(C)C)cc1C(C)c1ccccc1 (stereo unspecified)	109	94	61	107	104	96	95	103
CCC(C)(C)OC(=O)c1ccc([N+](=O)[O-])cc1	115	116	103	89	108	110	106	97
O=C1Nc2ccc(F)cc2/C1=N/c1nnc(Sc2ccccc2)s1	80	101	48	97	77	61	56	95
Clc1ccc(C2CC(c3cccc(Nc4ccncc4)c3)=NN2c2ccc(Cl)cc2)cc1 (stereo unspecified)	-1.9*	72	2.9*	46	-5.2*	2.8*	0.3*	-44*
O=c1c2ccccc2[nH]c2cc(Cl)ccc12	94	89	107	102	96	92	94	86
CCCn1nc(-c2ccccc2)c2c(-c3ccccc3)onc2c1=O	29	79	69	76	nt	nt	70	74
Nc1ccc(/C=C2\NC(=O)NC2=O)c(Cl)c1	85	108	94	84	74	92	111	96
CCOC(=O)CC[C@H](NC(=O)c1ccc(N(C)Cc2cnc3nc(N)nc(N)c3n2)c2ccccc12)C(=O)OCC	19	75	11	52	25	32	23	29
Cc1ccc(C)c2c1SC1=NNC(N3CCNCC3)=C(C#N)C(=N)N12	99	96	95	nt	88	93	90	98
O=C1c2ccccc2C(=O)N1CCc1ccccn1	98	nt	nt	nt	103	nt	93	97
C=C(C)[C@@H]1CC[C@]2(C(=O)N3CCN(C)CC3)CC[C@]3(C)[C@H](CC[C@@H]4[C@@]5(C)C/C(=C/c6ccco6)C(=O)C(C)(C)[C@@H]5CC[C@]43C)[C@@H]12	36	68	50	56	29	-22*	34	74
[2H]C([2H])([2H])Oc1ccc(F)cc1/C=C/C(=O)/C=C(O)/C=C/c1cc(F)ccc1OC([2H])([2H])[2H]	84	107	87	99	75	69	90	92
O=C(Cc1ccccc1)NC1CCCCC1	110	nt	106	99	90	90	112	100
Cc1c(Cc2ccccc2)sc2nc(=O)c3cn(C)nc3n12	85	103	103	91	95	84	106	98
COc1ccc(/C=C2/C(c3ccc(Cl)cc3)=NN=C2C(F)(F)F)cc1	49	71	27	93	71	40	82	89
Cn1cnc2c1c(=O)n(CCC(=O)Nc1ccccc1)c(=O)n2C	110	109	97	100	100	104	99	99
Cc1ccc(NC(=O)CCC(=O)NS(=O)(=O)c2ccc(C)cc2)cc1	102	96	102	nt	103	100	101	95
Cc1cccc[n+]1CC(=O)O	96	97	107	109	96	94	106	99
O=[N+]([O-])c1ccc(N/N=C(\Oc2ccccc2)c2ccc([N+](=O)[O-])cc2)cc1	66	nt	79	103	69	88	85	76
CS(=O)(=O)O	99	92	103	88	93	98	105	93
COC(=O)C1=CCCCC(N2CCOCC2)=C1C(=O)OC	89	124	nt	131	nt	79	126	103
CC(C)(O)C(F)(Cl)Cl	99	nt	nt	nt	64	86	109	100
COc1cc(-c2c(C#N)c(-c3ccc(C)cc3)nc3c2c(-c2ccccc2)nn3-c2ccccc2)ccc1O	93	104	103	109	96	nt	102	111
COc1ccc2c(c1)c(-c1ccc(-c3cn(C)c4ccc(OC)cc34)o1)cn2C	2.3*	46	62	38	64	nt	26	93
NS(=O)(=O)c1ccc(Nc2nc(Nc3ccccc3)nc(N3N=C(c4ccc(Cl)cc4)CC3c3ccc([N+](=O)[O-])cc3)n2)cc1 (stereo unspecified)	67	82	44	104	40	61	68	98

# Further compounds
smiles	K-562	EKVX	CCRF-CEM	HOP-92	MOLT-4	SR	RPMI-8226	HOP-62
O=C(c1cc(NCc2cc(O)ccc2O)ccc1O)N1CCCCC1	87	114	76	121	77	94	88	108
O=C(CSc1nc2ccccc2s1)N1c2ccccc2Sc2ccccc21	74	89	92	60	85	nt	94	85
Cc1ccc2c(c1)C(C)(C)CCC2C (stereo unspecified)	97	98	97	94	102	94	nt	93
COc1ccc(-c2cc(-c3c[nH]c4ccccc34)nc(-c3c[nH]c4ccccc34)c2C#N)cc1	97	91	102	82	94	90	104	90
C=CC(=O)OCC(C)(C)COC(=O)C=C	94	116	92	102	89	83	93	112
CS(=O)(=O)c1ccc(C(=O)N/N=C/c2ccccc2Cl)cc1	68	97	108	nt	68	92	115	87
Cc1cc(=O)n(C(=O)COc2ccc3c(C)c(C)c(=O)oc3c2)[nH]1	57	nt	72	52	86	90	26	95
NC(=O)CCCCC1CCSS1 (stereo unspecified)	nt	102	103	116	100	nt	101	117
COC(=O)C1CN(S(=O)(=O)/N=C2\NC(=O)NC2=C(Cl)Cl)C1	101	104	96	99	104	94	85	109
Brc1nc(Br)c(Br)[nH]1	86	90	125	111	94	89	100	103
NC(=O)Nc1ccc(Cl)cc1	117	108	95	88	72	110	100	105
COc1ccc2c(c1)C(=O)/C(=C/c1ccc(OCC(=O)c3ccc(Cl)cc3)cc1)O2	-42*	82	29	51	20	nt	59	121
COc1ccc(C(CCc2cc(OC)c(OC)c(OC)c2)NC(C)=O)cc1 (stereo unspecified)	99	101	96	104	94	91	nt	100
CCc1nn2c(-c3ccc(C(F)(F)F)cc3)c(-c3cc(OC)c(OC)c(OC)c3)nc2s1	73	nt	77	nt	50	60	58	102
CCN(CC)c1ccc([N+](=O)[O-])cc1[N+](=O)[O-]	108	76	104	86	85	122	111	92
O=C(Nc1ccc(Cl)cc1)Sc1nnc2c(n1)[nH]c1ccccc12	104	56	102	100	110	nt	94	104
CC(=O)Nc1ccc(CCCCc2ccccc2)cc1	84	111	54	80	59	90	nt	109
CCCCCn1c(=N)c(S(=O)(=O)c2ccccc2)cc2c(=O)n3ccccc3nc21	81	89	104	78	96	85	104	87
N#Cc1c(-c2ccc(F)cc2)nc(SCc2ccccc2)nc1N1CCN(c2ccccc2)CC1	89	96	89	103	94	137	86	123
O=C1NN=C2CCCCCC12 (stereo unspecified)	115	109	101	117	103	132	106	99
CC[C@H](C)[C@H](CO)NC(=O)[C@]12CCC(C)(C)C[C@H]1[C@@H]1NCC[C@@H]3[C@@]4(C)CC[C@H](O)C(C)(C)[C@@H]4CC[C@@]3(C)[C@]1(C)CC2	39	71	71	62	41	28	49	93
CN1C(=O)CSCC1=O	101	106	102	97	103	93	101	97
N=c1ccc2nc3ccc(N)cc3sc-2c1	27	48	21	41	8.6*	38	30	15
COc1ccc(-c2cc(-c3cc(OC)ccc3OC)nc(SC)c2C#N)cc1	103	92	101	85	98	89	90	71
COc1cccc(CCC2CCCN(c3cc(C)nc(N)n3)C2)c1 (stereo unspecified)	11	41	26	23	27	27	18	59
Cc1cccc(N2CCN(CC(O)COc3ccccc3Cl)CC2)c1 (stereo unspecified)	58	87	108	94	92	nt	84	100
CCOC(=O)COC(=O)c1ccccc1C(=O)OC	109	111	106	96	150	nt	97	93
C=CCNC(=S)N/C=C(/C(=O)c1ccccc1)c1ccccc1	102	106	101	96	99	95	101	97
CCOC(=O)[C@@]1(C#N)CC2CCC1C2 (stereo partly specified)	104	95	114	111	96	111	138	107
COc1ccc(C(=O)COc2ccc3c(c2)O/C(=C\c2ccc(OC)c(OC)c2)C3=O)cc1	101	111	84	93	107	98	93	101
COc1ccc(NC(=O)CC(=O)Nc2ccc(OC)cc2)cc1	105	94	95	92	115	101	100	79
CC(O)COC1CCCCC1 (stereo unspecified)	102	nt	102	103	97	92	106	101
Cc1cc(=O)c2cc(C(=O)c3ccccc3)ccc2[nH]1	96	64	nt	94	110	nt	nt	99

# Screens as filed in PubChem.
